Bioassay records as filed in PubChem.
MITF TRPM1 inh = inhibitors of MITF-dependent TRPM1 promoter reporter, primary screen, cell-based, SK-MEL-5, single point, luciferase; SK-MEL-5 TRPM1 promoter luciferase, 24 h; inhibition, % at 12.5 µM; 330,000 compounds, 0.83% hits;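 active = mean inhibition across replicates of 60% or more, whatever share of single replicates reaches that level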; also: values of inactives mirror those of a sister screen read the other way
TROY NFkB inh = inhibitors of TROY-driven NF-kB signaling, primary screen, Q293 LMP1-TROYcd cells, NF-kB luciferase, uHTS; AID 1347056, 2019; Q293 LMP1-TROYcd NF-kB luciferase reporter, 4 h; inhibition, % at 10 µM; 360,000 compounds, 0.98% hits;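 active = compounds whose plate-normalised and pattern-corrected inhibition of the luciferase reporter signal at the single screening dose is 50% or more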
CF NFkB block = inhibitors of PAF-induced NF-kB signaling, primary screen, cell-based, GFP fluorescence, uHTS; KKLEB NF-kB-GFP reporter, GFP fluorescence overnight; inhibition, % at 5 µM; 360,000 compounds, 0.86% hits;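 active = at least 50% inhibition at 5 µM, scaled per plate between neutral and stimulator controls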;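 also: PAF is a Pseudomonas aeruginosa culture filtrate used as stimulus; plate controls were PAF-stimulated DMSO wells for no effect and unstimulated DMSO wells for full effect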
Peg3 promoter = Peg3 promoter-driven luciferase inhibitors, primary screen, cell-based, HeLa, luciferase luminescence; 360,000 compounds, 1.7% hits; HeLa PEG-Prom luciferase reporter, overnight; AID 588405, 2011; inhibition, % at 20 µM;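 active = inhibition of at least 50% at 20 µM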
NR2E3 ag-1 = NR2E3 agonists in two-hybrid cells, primary screen, cell-based, luminescence, CHO-S, Gal4-NCOR/VP16-NR2E3; luciferase; inhibition of corepressor binding, % at 3.98 µM; 360,000 compounds, 0.35% hits; AID 602229, 2012;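 active = inhibition above the mean of all tested compounds plus 3 SD, cut at about 70% in these data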;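 also: 0% = DMSO with NR2E3 transfected cells and 100% = cells lacking NR2E3 construct; higher means lower luciferase signal from less NR2E3 corepressor binding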
Target sequence (Q9Y5X4 whole entry, looked up, the tested form may be a part): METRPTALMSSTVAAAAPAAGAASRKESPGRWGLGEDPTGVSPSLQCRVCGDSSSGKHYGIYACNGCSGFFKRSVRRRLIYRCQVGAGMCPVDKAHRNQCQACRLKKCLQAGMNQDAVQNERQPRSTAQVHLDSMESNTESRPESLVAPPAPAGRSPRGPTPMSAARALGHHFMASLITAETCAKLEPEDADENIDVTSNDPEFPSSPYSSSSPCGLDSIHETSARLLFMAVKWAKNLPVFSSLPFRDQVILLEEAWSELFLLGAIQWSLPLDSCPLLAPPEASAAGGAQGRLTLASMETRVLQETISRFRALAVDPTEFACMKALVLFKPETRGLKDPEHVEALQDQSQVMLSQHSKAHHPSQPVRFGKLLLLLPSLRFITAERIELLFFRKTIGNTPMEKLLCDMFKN
KKLEB tox = cytotoxicity in KKLEB CF airway cells, primary screen, cytotoxicity control for CF NF-kB inhibitor project, cell-based, uHTS, fluorescence assay plates. KKLEB CF airway cells viability, ATPlite luminescence, overnight; stronger effect = lower value; cells stimulated with P. aeruginosa culture filtrate. activity change (cytotoxicity), % at 5 µM. 360,000 compounds, 0.36% hits. AID 602141, 2011;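 active = corrected activity change at or below -50% at 5 µM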
C8 TRAIL sens = viability loss with TRAIL in NB7+C8 cells, primary screen, TRAIL sensitizer project, cell-based, ATPlite luminescence | inhibition (viability loss, TRAIL sensitization), % at 10 µM | AID 624354, 2012 | 360,000 compounds, 1% hits;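 active = compounds causing at least 50% loss of cell viability in the single-dose screen, relative to plate controls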
NR2E3 ag-2 = inhibitors of NR2E3-RetCOR corepressor binding, primary screen, NR2E3 agonist project, biochemical, TR-FRET, GST-NR2E3, biotin-RetCOR; inhibition of corepressor binding, % at 4.78 µM; 320,000 compounds, 0.12% hits; Photoreceptor-specific nuclear receptor (Homo sapiens), Q9Y5X4; 1536-well; AID 2300, 2010;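 active = percent inhibition above the cutoff of mean plus 3 SD of all tested compounds, set per screening campaign, cut at about 20% in these data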;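 also: 0% = DMSO wells and 100% = biotin wells as full block of FRET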
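Assay system: NR2E3–RetCOR corepressor complex. Quantity: 1.35 nM GST-NR2E3. Buffer or medium: pH 7.5 Tris-based buffer. Reagent: biotinylated RetCOR corepressor at 7 nM final. Schedule: 5 h at 4 °C. Detection: TR-FRET, emission read at 617 and 671 nm. Replicates: one well per compound, singlicate testing.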
TWEAK-Fn14 inh = inhibitors of TWEAK-Fn14 signaling, primary screen, luciferase reporter cells, uHTS; 360,000 compounds, 2% hits; inhibition, % at 10 µM; TWEAK-stimulated Fn14 reporter cells, luciferase luminescence, 8 h; AID 1159606, 2016; in the data active = inhibition above about 50%
Shn3 3UTR inh = reduction of Shn3 3'UTR firefly luciferase signal, primary screen, Schnurri-3 inhibitor project, cell-based, Clone20 osteoblasts, set 2 | inhibition, % at 12.5 µM | Clone20 osteoblast Shn3 3'UTR firefly luciferase, 24 h | 360,000 compounds, 0.52% hits;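 active = mean inhibition of at least 75% with every replicate also reaching 75%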;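 also: 0% = median of neutral control wells and 100% = pilot-screen positive control compound; some compounds past the cut are filed as inactive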
HIF-2a inh = HIF-2a reporter inhibitors, primary screen, luminescence, 786-0 RCC cells; AID 624352, 2012; 360,000 compounds, 0.72% hits; inhibition, % at 18.8 µM; 786-0 RCC cells HIF-2a reporter, luciferase luminescence, overnight;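 active = inhibition of the luminescence signal of 40% or more relative to plate controls, in a single-dose primary screen at 18.75 µM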
Numbers without * were called inactive; · = not tested or not shown.

SMILES	MITF TRPM1 inh	TROY NFkB inh	CF NFkB block	Peg3 promoter	NR2E3 ag-1	KKLEB tox	C8 TRAIL sens	NR2E3 ag-2	TWEAK-Fn14 inh	Shn3 3UTR inh	HIF-2a inh
NC(=O)CC(NC(=O)c1ccccc1)c1ccc(N2CCCCCC2)c([N+](=O)[O-])c1 (stereo not drawn)	-1	-11	7	7	-12	-7	9	1	-7	75	3
O=C(Cn1c(NCCCO)nc2ccccc21)c1cccc(Br)c1	9	13	2	9	-11	0	-10	-2	-2	-8	16
COc1ccccc1C(c1nnnn1CCc1ccccc1)N1CCN(c2ccccc2)CC1 (stereo not drawn)	-2	17	17	22	-14	4	6	0	14	38	17
O=C(NC1CC1)C1CCN(C2CCN(C(=O)CCOc3ccccc3)CC2)CC1	-1	6	-3	7	-4	-6	-8	0	7	4	8
CCOC(=O)C1(Cc2cccc(Cl)c2)CCCN(C(=O)c2cc(C(C)C)nn2C)C1 (stereo not drawn)	-18	-7	4	-16	-7	7	13	-4	-11	-3	-49
O=C(Nc1nnc(-c2cccnc2)s1)c1cccs1	6	-26	-14	-106	-20	-3	27	0	0	-40	-158
Cn1c(CSCCOc2ccccc2)n[nH]c1=S	-8	12	-4	9	-10	1	-31	0	-4	·	12
CC(C)N1CCC2(CC1)N=C(c1ccc3c(c1)OCO3)CC(c1cc(Cl)ccc1O)N2 (stereo not drawn)	-12	4	27	101*	-27	-31	36	0	51*	-17	-128
CCOc1ccc(NC(=S)N2CCC(NC(=O)C3CCCCC3)CC2)cc1	2	-31	-4	-7	-12	5	-6	-2	11	17	3
CCCCN(C(=O)CCC(=O)Nc1cc(C)on1)C(C(=O)NC(C)(C)CC)c1cccc(OC)c1OC (stereo not drawn)	5	18	1	-2	21	7	3	2	18	13	3
O=C1c2ccccc2C(=O)N1SC1CCCCC1	6	·	-12	17	8	5	2	2	-15	31	26
COc1cc(NC(=O)C2CC(=O)N(Cc3ccco3)C2)c(OC)cc1Cl (stereo not drawn)	6	-4	11	-14	-2	-11	-19	0	2	9	11
CCSc1ccc(-c2nn(-c3ccccc3)cc2/C=C(/C#N)C(=O)NCCCOC)cc1	-25	1	10	38	-7	-20	14	0	-58	16	15
CCOC(=O)N1CCC(NC(=O)CSc2cc(=O)n(CC)c3ccccc23)CC1	-1	-1	-14	0	2	-4	-3	3	-21	-27	-17
CCCCNC(=O)c1onc(CSc2cccc(C)c2)c1C(=O)O	12	-15	-18	0	-3	18	13	2	-6	-10	19

Copied from the list.
For CF NFkB block, CCSc1ccc(-c2nn(-c3ccccc3)cc2/C=C(/C#N)C(=O)NCCCOC)cc1 shows 10
For MITF TRPM1 inh, O=C1c2ccccc2C(=O)N1SC1CCCCC1 shows 6
For NR2E3 ag-1, O=C(NC1CC1)C1CCN(C2CCN(C(=O)CCOc3ccccc3)CC2)CC1 shows -4

(listing goes on)
SMILES	MITF TRPM1 inh	TROY NFkB inh	CF NFkB block	Peg3 promoter	NR2E3 ag-1	KKLEB tox	C8 TRAIL sens	NR2E3 ag-2	TWEAK-Fn14 inh	Shn3 3UTR inh	HIF-2a inh
O=C(c1ccco1)N1CCN(C(=O)c2cnn3c2NC(c2cccs2)CC3C(F)(F)F)CC1 (stereo not drawn)	8	-14	-14	7	-8	-5	-5	3	-9	-4	13
O=C(OCc1ccc(Br)cc1F)c1cc2ccccc2oc1=O	8	-12	-10	-32	-18	4	-2	1	-8	8	-16
O=C(c1cccc(Cl)c1)N1CCC2(CC1)NCCc1[nH]cnc12	3	-16	2	-6	-4	-2	-11	-1	2	3	10
Cc1nnc(SCC(=O)Nc2ncc3c(n2)CC(c2ccccc2)CC3=O)s1 (stereo not drawn)	8	6	2	21	-38	0	-1	0	3	7	15
O=C(c1ccc(Cl)cc1Cl)N1CCN(c2ccc(N3CCOCC3)nn2)CC1	-7	-7	-2	26	-9	5	4	2	-4	2	18
C=CCn1c2ccccc2c2nnc(SCc3[nH]c(=O)[nH]c3C(=O)CCCCC(=O)OCC)nc21	15	-4	-29	7	-6	3	-4	-32	-3	8	11
CC(C)(C)c1ccc(OCCCC(=O)Nc2cccc(S(=O)(=O)N3CCOCC3)c2)cc1	15	22	6	-5	-9	3	29	·	24	55	-29
CCN(CC)CCn1c(=N)n(CC(O)c2ccc(OC)c(OC)c2)c2ccccc21 (stereo not drawn)	1	0	-16	-7	30	-8	-1	0	1	4	23
CC(=O)c1ccc(NC(=O)C(C)OC(=O)C2CC(=O)N(c3ccc4c(c3)OCCO4)C2)cc1 (stereo not drawn)	3	6	-10	-6	-15	-4	-4	2	-4	-5	-9
O=C(CSCc1ccc(Cl)cc1)N/N=C/c1ccccc1	1	11	1	-11	-30	3	-6	4	8	18	20
COC(=O)c1ccc(CNC(=O)COC(=O)CCC2CCCC2)cc1	5	-7	10	2	10	13	-12	2	-1	2	24
COc1cccc(C(=O)CSc2nnc(CNS(C)(=O)=O)n2-c2ccc(C)cc2)c1	6	2	-17	6	-21	8	-2	·	-10	-6	7
N#CCCN(C(=O)COC(=O)CCC(=O)c1cccs1)c1ccccc1	5	9	-5	4	-19	5	3	·	-6	1	-1
O=C(NNC(=S)NC(=O)c1cn(-c2ccccc2)nc1-c1ccccc1)c1ccncc1	1	-12	15	12	-16	-1	4	-6	-3	20	-1
CC1C(=O)N(Cc2cn(Cc3ccco3)nn2)CCS(=O)(=O)N1Cc1ccc(-c2cccc(N(C)C)c2)cc1 (stereo not drawn)	·	-4	-6	-14	-17	6	-5	·	-2	23	-17
CCC(=O)N1CCCc2cc(S(=O)(=O)CCC(=O)Nc3ccccc3C)ccc21	11	8	-7	3	2	9	-2	1	-16	17	4
CCOC(=O)c1ccc(S(=O)(=O)N2CCC(C(=O)Nc3nnc(C)o3)CC2)cc1	-3	-1	5	5	4	-5	7	·	0	12	11
NC(=O)c1c(NC(=O)c2ccccc2Cl)sc2c1CCC2	-43	-33	-4	-140	-100	2	20	0	-27	0	-214
COc1ccc(Cl)cc1CC=NNC(=O)c1ccncc1	4	7	1	13	0	8	-4	·	14	-8	11
COc1ccc2c(c1)OC[C@H]1[C@H]2N2C(=O)CN(Cc3ccco3)C(=O)[C@@]2(C)[C@H]1c1ccccc1	-1	-2	10	-4	18	-6	14	-3	15	14	22
Nc1nonc1-n1nnc(C(=O)N/N=C/c2ccccn2)c1CNc1ccccc1	-6	-7	0	22	0	1	-11	1	-18	23	8
CC(C)CCN(C(=O)C1=COCCO1)c1c(N)n(Cc2ccccc2)c(=O)[nH]c1=O	4	-5	-20	15	3	0	-8	-5	-9	-1	11
O=C(NCCCNC(=O)c1ccco1)c1ccco1	3	-6	6	-1	0	-5	16	3	-2	-5	13
CCOC(=O)c1c(C)nc2sc3c(=O)n(-c4ccc(OC)cc4)nnc3c2c1-c1ccc(OC)cc1	2	23	3	-33	-70	-19	-10	-2	20	17	-35
CCN1CCN(Cc2nc3c(c(=O)n(C)c(=O)n3C)n2CCc2ccccc2)CC1	8	4	-16	16	-5	0	7	·	-6	-8	-10
CCCCOc1ccc(C(=O)NCC(=O)NNC(=O)C2COc3ccccc3O2)cc1 (stereo not drawn)	-1	7	-6	-14	-22	4	-3	1	-6	-9	3
CNc1ccc(-c2ccccc2OC)cn1	·	-3	-16	4	-15	12	0	·	-2	2	-14
Cc1cc(C)cc(Cn2c3ccc(NC(=S)NCc4ccccc4F)cc3c(=O)n2C)c1	·	-4	-13	14	-6	0	-13	·	11	26	4
CCOP(=O)(OCC)c1nc(-c2ccc(Cl)cc2Cl)oc1N1CCOCC1	4	2	6	6	-13	-16	-3	-2	-13	-5	9
COc1cc(C(=O)O)cc(Br)c1OC1CCCC1	9	-4	-20	1	39	-1	32	2	24	7	-5
COc1ccc(C(=O)N2CCC(C)(C(=O)NS(=O)(=O)C3CC3)C2)cc1F (stereo not drawn)	·	-6	10	-1	-3	-5	-3	·	-14	1	3
CC(=O)Nc1ccc(OCC(O)CN2CCN(c3ccccc3Cl)CC2)cc1 (stereo not drawn)	-1	3	-1	-1	-1	-1	-11	1	8	·	7
OCCCc1cn(-c2ccccc2)c2ccccc12	7	-51	9	-71	-7	4	6	-3	-11	-5	-78
CCN1C(=O)CC(C(=O)NCCc2ccc(S(N)(=O)=O)cc2)SC1=Nc1ccc(OC)cc1 (stereo not drawn)	3	-5	2	6	-3	-1	-7	3	-2	11	16
CC1(C)C(=O)OC(c2c3ccccc3cc3ccccc23)C(C)(C)C1=O (stereo not drawn)	9	-18	17	19	-30	0	14	0	10	6	19
Cc1cccc(CN2C[C@]34C=C[C@@H](C[C@@H]3S2(=O)=O)O4)c1	-6	-4	0	-47	-23	6	4	-3	-10	13	11
COc1ccc(/C=N/N=C2/NC(=O)CC(C(=O)O)S2)cc1 (stereo not drawn)	9	7	16	5	-4	-13	-6	0	-9	12	12
CCOC(=O)CCNC(=O)Nc1ccc2nc(C)n(Cc3ccc(Cl)cc3)c(=O)c2c1	6	17	3	7	-9	-3	3	2	-19	19	2
COc1ccccc1CN1C[C@@H]2C[C@@H](c3ccc(C)c(C)c3)N3CCC[C@@]23C1=O	-4	6	-6	3	-28	-1	5	2	2	8	23
COc1ccc(Cc2nc(-c3ccc(Cl)cc3)no2)cc1	-43	-58	-15	-143	-37	4	-16	3	-13	-52	-165
CCCCn1c(N)c(N(CCOC)C(=O)c2ccc(S(=O)(=O)N(CC)c3ccccc3)cc2)c(=O)[nH]c1=O	6	0	6	6	7	6	16	-4	9	-5	0
O=C(CCCN1C(=O)/C(=C/c2ccccc2)SC1=S)N1CCOCC1	-16	-22	-6	8	-25	-1	16	2	5	-54	25
COCc1cccc(-c2csc(C(NC(C)=O)c3cccc(F)c3)n2)c1 (stereo not drawn)	·	-5	-5	-1	1	2	-15	·	-24	1	-21
Cn1cccc1/C=C1\SC(=S)N(Nc2ccccc2)C1=O	-8	-37	3	-103	31	2	-28	0	-31	-3	-148

Only part of the results is shown, so the mix of outcomes need not match the whole.
